# Wee1 degr inh: human Wee1 degradation inhibition, primary screen. HeLa Luc-Wee1K328M stability, luciferase luminescence; 100% = proteasome inhibitor MG132 effect. AID 1321. actives 1.2% (n = 220,000). reporter increase, % at 5 µM;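 active = activation above the mean of all tested compounds plus 3 SD, set per screening run, cut at about 8.8% in these data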;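 also: cells exposed to compound for 20 h before luminescence read; 0% = DMSO alone and 100% = MG132 at 30 µM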
# FXIa inh 1536: blocks human coagulation factor XIa protease activity | purified FXIa, Boc-Glu-Ala-Arg-AMC fluorogenic substrate | inhibition, % at 5 µM | actives 0.14% (n = 220,000) | AID 798;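 active = inhibition of at least 40%; inactive = inhibition below 40%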;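 also: fluorescence of freed AMC excited at 355 nm; 0% = enzyme without compound and 100% = no enzyme blank; many of its hits are not listed in these tables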
# Target sequence (P03951 19-387 limits assumed): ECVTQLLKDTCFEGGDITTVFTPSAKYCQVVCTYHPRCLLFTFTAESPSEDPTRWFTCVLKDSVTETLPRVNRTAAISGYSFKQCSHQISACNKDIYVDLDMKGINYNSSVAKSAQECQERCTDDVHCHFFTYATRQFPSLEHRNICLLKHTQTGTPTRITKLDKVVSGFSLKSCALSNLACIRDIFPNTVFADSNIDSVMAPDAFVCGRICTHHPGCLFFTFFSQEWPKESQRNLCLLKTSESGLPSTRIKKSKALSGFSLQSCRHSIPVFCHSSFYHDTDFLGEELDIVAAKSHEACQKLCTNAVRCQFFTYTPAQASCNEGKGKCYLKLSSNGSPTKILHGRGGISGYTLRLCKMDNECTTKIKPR
# Target sequence (P03951 388-625 limits assumed): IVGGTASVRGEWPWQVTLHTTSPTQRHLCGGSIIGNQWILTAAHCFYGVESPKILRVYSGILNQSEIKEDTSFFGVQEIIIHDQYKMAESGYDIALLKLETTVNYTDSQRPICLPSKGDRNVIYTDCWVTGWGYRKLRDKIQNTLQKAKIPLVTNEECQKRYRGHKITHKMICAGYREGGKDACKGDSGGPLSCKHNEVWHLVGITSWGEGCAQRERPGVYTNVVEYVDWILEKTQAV
# Hck Nef HTS: inhibitors of human Hck kinase activated by Nef; Recombinant Hck-YEEI plus Nef, Z-Lyte FRET kinase assay; inhibition, % at 20 µM; actives 0.68% (n = 220,000); AID 463187;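 active = Hck-Nef kinase inhibition above about 50%, limit read from the data; inactive = inhibition below that limit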;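 also: 0% = DMSO with Hck plus Nef and 100% = Hck alone without Nef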
# Runt-CBFb FRET: inhibitors of human RUNX1 Runt domain binding to CBFb. AID 1496. Q01196+Q13951. Cerulean-Runt/Venus-CBFb FRET ratio 530/480, 1 h. inhibition, % at 20 µM. actives 0.46% (n = 220,000);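 active = inhibition over about 50% at 20 µM in the single-dose screen, limit read from the data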;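 also: 0% = DMSO wells and 100% = excess unlabeled CBFb competitor control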
#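 Measured by: fluorescence energy transfer, 422 nm excitation, 530/480 nm emission; test system: Cerulean-tagged RUNX1 Runt domain (FRET donor) fusion protein; buffer or medium: Tris pH 7.5 buffer with BSA; compound: one dose, 20 µM compound, 1% DMSO; times: two 1 h room-temperature incubations shielded from light; benchmarks: unlabeled CBFb 5 µM, positive control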
# FXIIa inh 1536: factor XIIa (human) inhibition; purified FXIIa, Boc-QGR-AMC fluorogenic substrate, 2 h; actives 0.3% (n = 220,000); AID 800; P00748; inhibition, % at 5 µM; in the data active = inhibition above about 40%;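 also: 0% = enzyme with no compound and 100% = blank without enzyme; many of its hits are not listed in these tables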
# hK5 inh: blocks human kallikrein 5 protease activity | recombinant hK5, fluorogenic AMC substrate cleavage | AID 873 | inhibition, % at 5 µM | actives 0.59% (n = 210,000) | Q9Y337;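 active = inhibition of 40% or more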;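 also: 0% = enzyme controls without compound and 100% = no-enzyme blanks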
# Runt-SMMHC FRET: Runt domain-CBFb-SMMHC interaction inhibition; Q01196+Q13951; Cerulean-Runt/Venus-CBFb-SMMHC FRET ratio 530/480, 1 h; inhibition, % at 20 µM; actives 0.74% (n = 220,000); AID 1434;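 active = mean inhibition across duplicate retests at 20 µM reaching about 50%, limit read from the data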;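 also: 0% = DMSO wells and 100% = wells with excess untagged CBFb-SMMHC; inhibitors lower the FRET ratio by blocking Runt binding to CBFb-SMMHC; some results filed as inactive read as strong as hits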
# 14-3-3 Bad inh: disrupts binding of bovine 14-3-3 zeta to phospho-Bad peptide; inhibition, % at 21.7 µM; TR-FRET 14-3-3zeta/Dy647-pBad peptide displacement, 1 h; actives 0.71% (n = 220,000);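 active = inhibition above about 70%, limit read from the data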;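 also: 0% = full 14-3-3 plus peptide FRET controls and 100% = background without 14-3-3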
# Target sequence (P63103 whole entry, looked up): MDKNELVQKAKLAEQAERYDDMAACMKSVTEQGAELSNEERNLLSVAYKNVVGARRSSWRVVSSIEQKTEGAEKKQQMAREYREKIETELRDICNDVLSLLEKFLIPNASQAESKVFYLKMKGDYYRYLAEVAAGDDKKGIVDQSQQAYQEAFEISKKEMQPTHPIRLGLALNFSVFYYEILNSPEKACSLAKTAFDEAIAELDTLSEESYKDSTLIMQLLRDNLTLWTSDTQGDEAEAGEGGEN
# Thrombin inh: thrombin (human) inhibition. P00734. alpha-thrombin, Boc-VPR-AMC fluorogenic substrate cleavage. inhibition, % at 5 µM. actives 0.26% (n = 220,000). AID 1046;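 active = inhibition at or above 40%; inactive = inhibition below 40%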;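 also: 0% = enzyme with no compound and 100% = wells without enzyme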
#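 Test system: human alpha-thrombin protein / Dosing: one concentration per compound, 5 µM, with 0.2% DMSO / Medium: pH 7.5 Tris-saline with Tween 20 / Benchmarks: no-compound enzyme wells and no-enzyme blanks / Read-out basis: percent inhibition of thrombin substrate cleavage / Timing: reaction at room temperature / Measured by: fluorescence, ex 355 nm, em 460 nm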
# Active calls of the source: *; x = no result given; [ ] = dose if it differs, or a comment.
SMILES,Wee1 degr inh,FXIa inh 1536,Hck Nef HTS,Runt-CBFb FRET,FXIIa inh 1536,hK5 inh,Runt-SMMHC FRET,14-3-3 Bad inh,Thrombin inh
COc1ccccc1CNC(=O)c1ccc2c(=O)n(CCCN3CCCC3=O)c(=S)[nH]c2c1,0,-5,-6,-8,5,-13,-1,-9,-1
Cc1ccc2c(c1)C(c1ccncc1)=NNC(c1ccc(C(C)C)cc1)=N2,-1,17,6,-3,15,7,-1,4,8
COc1cc(/C=N\N=C2/SC(CC(=O)O)C(=O)N2c2ccc(O)cc2)ccc1O (stereo not given),1,1,2,-2,9,-7,5,-5[fluorescence artefact?],0
COCCn1cc(C(=O)NCc2ccco2)c2c3ccccc3n(C)c2c1=O,-3,2,17,6,-1,-25,-1,12,-2
COc1cccc(C2C(=O)c3ccccc3C2=O)c1,-3,-5,9,2,1,-5,2,-19,-7
CC1=CC2=NC(=O)CC(C)(C(=O)N(CC(=O)NC3CCCC3)c3cc(C)cc(C)c3)N2C=C1 (stereo not given),-1,-6,22,1,1,-5,-4,1,-10
Cc1nn(CC(=O)NCc2ccco2)c(C)c1[N+](=O)[O-],0,-2,-6,1,1,-2,-3,0,-4
COc1ccc(NC(=O)c2ccc(F)cc2)cc1S(=O)(=O)Nc1cc(C)ccc1Br,2,-6,0,0,2,-15,5,-5,-10
O=C(CCC(=O)c1cccs1)NCc1ccc(Cl)cc1,-2,3,0,2,16,2,0,-5[fluorescence artefact?],1
CC1CCCC(C)N1C(=O)c1cc(F)c(F)cc1Cl (stereo not given),-2,18,1,-2,14,-1,0,6,-6
Cc1ccc(S(=O)(=O)NCC(=O)NCC(=O)OCC(=O)NC(=O)NC(C)(C)C)cc1C,-1,-5,17,0,7,-9,3,-11,1
Cc1ccc(NS(=O)(=O)c2ccc3c(c2)c(=O)n(C)c(=O)n3C)cc1F,4,0,0,2,13,0,2,-6,-1
C/C(N)=C(/C#N)C(=O)CSc1nnc(-c2ccccc2)n1C,-2,0,2,-2,5,-3,-1,2,2
COC(=O)c1ccc(NC(=O)CNC(=O)C2CCCCC2)c(C)c1,10*,-4,0,0,12,-3,0,-2,-2
CCc1ccc(Nc2ncc3c(n2)CC(C)(C)CC3=O)cc1,0,0,-7,-2,3,-1,4,-1,-11
COc1cc(CN2CCSCC2)cc(OC)c1OC,1,17,-1,0,7,-20,-2,44[fluorescence artefact?],-6
O=C(c1cccs1)N1CCC(c2ccccc2)C1 (stereo not given),4,-2,1,0,-2,2,0,3,-7
O=C(O)C1CCCN1S(=O)(=O)c1ccc2[nH]c(=O)c(=O)[nH]c2c1 (stereo not given),-1,-9,1,-2,-9,-8,1,9[fluorescence artefact?],-9
NC(=O)COC(=O)c1ccccc1Nc1ccc(SC(F)F)cc1,2,-2,4,-2,4,-9,1,0,-8
O=C(CSc1cccs1)Nc1ccc(Cl)cc1,10*,4,1,-3,13,19,1,3,6
Cc1cc[n+](-c2nc3ccccc3nc2[N-]S(=O)(=O)c2ccccc2)cc1,-1,7,4,1,14,-8,-3,6,-9
COc1ccc(OCc2nnc(SCC(=O)O)n2N)cc1,0,-5,0,1,14,3,-4,29[fluorescence artefact?],-2
CCOc1ccc(NC(=O)CSc2ncnc3c2sc2ccccc23)cc1,-1,2,3,1,9,-13,-6,-40,-7
COc1cc(OC)c(OC)cc1/C=C1\Oc2cc(OS(C)(=O)=O)ccc2C1=O,3,-10,-26,-43,0,-4,-89,12,-8

# Of the compounds above, 4 have fluorine.
SMILES,Wee1 degr inh,FXIa inh 1536,Hck Nef HTS,Runt-CBFb FRET,FXIIa inh 1536,hK5 inh,Runt-SMMHC FRET,14-3-3 Bad inh,Thrombin inh
COc1ccc(NC(=O)c2ccc(F)cc2)cc1S(=O)(=O)Nc1cc(C)ccc1Br,2,-6,0,0,2,-15,5,-5,-10
CC1CCCC(C)N1C(=O)c1cc(F)c(F)cc1Cl (stereo not given),-2,18,1,-2,14,-1,0,6,-6
Cc1ccc(NS(=O)(=O)c2ccc3c(c2)c(=O)n(C)c(=O)n3C)cc1F,4,0,0,2,13,0,2,-6,-1
NC(=O)COC(=O)c1ccccc1Nc1ccc(SC(F)F)cc1,2,-2,4,-2,4,-9,1,0,-8

# (more compounds)
SMILES,Wee1 degr inh,FXIa inh 1536,Hck Nef HTS,Runt-CBFb FRET,FXIIa inh 1536,hK5 inh,Runt-SMMHC FRET,14-3-3 Bad inh,Thrombin inh
NC1=NC(=O)C(CC(=O)Nc2ccc3c(c2)OCO3)S1 (stereo not given),0,-2,20,-2,9,1,-1,-11,-5
COc1ccccc1NS(=O)(=O)c1ccc(N/N=C/C=C/c2ccccc2[N+](=O)[O-])c([N+](=O)[O-])c1,2,11,-16,-2,16,4,-7,2,-1
N#Cc1cccc(C(c2nnnn2C2CCCC2)N2CCC(Cc3ccccc3)CC2)c1 (stereo not given),-2,5,6,0,7,-4,5,1[fluorescence artefact?],-1
Cc1nnc(SCc2ccccc2F)n1NCc1cccs1,-1,4,1,1,13,2,-2,4,3
CSc1ccc(/C=N/NC(=O)CNc2ccc3ccccc3c2)cc1,-3,-11,1,8,-6,-16,6,-1,-6
COc1ccccc1/C=N/NC(=O)c1cccc(OC(F)(F)C(F)F)c1,0,-1,1,1,4,-4,0,3,-2
Cc1cccc(NC(=S)N2CCCCCC2)c1,4,5,0,-2,11,-11,-3,1,-8
CCCN(CCC)S(=O)(=O)c1ccc(C(=O)Nc2nnc(COC)o2)cc1,0,-1,2,0,2,-2,-1,-7,-1
CN(C)c1ccc(/C=C(\C#N)c2ccccn2)cc1,-5,16,26,-147,23,-21,83,20,-7
CCc1ccc2n(-c3ccc(OC)cc3)c([S-])c(C(=O)Nc3cc(C)cc(C)c3)[n+]2c1,0,-4,19,18,1,-4,1,-8,-8
CCc1ccc(-c2nc(C)c(CCO)c(=O)[nH]2)cc1,1,4,3,0,15,x,1,-1,1
N[C@@H](CO)c1cn([C@@H](Cc2cc3ccccc3[nH]2)C(=O)N2CCNCC2)nn1,x,0,25,1,8,3,2,-2,-1

# One compound at a time (already shown):
# Listed for `NC1=NC(=O)C(CC(=O)Nc2ccc3c(c2)OCO3)S1` (stereo not given) : Wee1 degr inh = 0; FXIa inh 1536 = -2; Hck Nef HTS = 20; Runt-CBFb FRET = -2; FXIIa inh 1536 = 9; hK5 inh = 1; Runt-SMMHC FRET = -1; 14-3-3 Bad inh = -11; Thrombin inh = -5
# Listed for `N#Cc1cccc(C(c2nnnn2C2CCCC2)N2CCC(Cc3ccccc3)CC2)c1` (stereo not given) : Wee1 degr inh = -2; FXIa inh 1536 = 5; Hck Nef HTS = 6; Runt-CBFb FRET = 0; FXIIa inh 1536 = 7; hK5 inh = -4; Runt-SMMHC FRET = 5; 14-3-3 Bad inh = 1[fluorescence artefact?]; Thrombin inh = -1

# (next part)
SMILES,Wee1 degr inh,FXIa inh 1536,Hck Nef HTS,Runt-CBFb FRET,FXIIa inh 1536,hK5 inh,Runt-SMMHC FRET,14-3-3 Bad inh,Thrombin inh
COc1ccccc1Nc1nnc(C)c(=O)[nH]1,0,0,1,0,20,-10,-3,-4,3
Cc1nn(CC(=O)Nc2ccc3c(c2)oc2ccccc23)c(=O)c2ccccc12,0,1,51*,-2,10,-6,1,66[fluorescence artefact?],4
COc1ccccc1N1CCN(C(=O)CN(Cc2ccc(Cl)cc2)S(C)(=O)=O)CC1,7,-3,9,0,8,11,-3,12,-6
CC(=O)c1cc(NC(=O)c2ccccc2)c(=O)oc1/C=C/N(C)C,-1,14,-2,-30,25,-12,-89,-19[fluorescence artefact?],10
CN(c1cccc(NC(=O)CSc2ccc(Cl)cc2)c1)S(C)(=O)=O,8,-16,1,2,15,7,-4,6,4
Cc1cc2c(C)nc(Cc3ccccc3)nc2o1,-1,-8,-5,0,-12,9,1,2,-8
CCCOc1ccc(/C=N/NC(=S)Nc2ccccc2[N+](=O)[O-])c(O)c1,-4,0,4,-2,5,-70,-10,3[fluorescence artefact?],-3
CCN(C(=O)c1cccc(F)c1)c1ccccc1C,-1,-6,0,-1,1,-9,-4,-7,-3
Cc1cccc(OCC(=O)O/N=C(\N)c2ccc(Br)cc2)c1,0,-2,10,0,3,0,2,-6,-7
c1csc(CN2CCN(Cc3cccs3)C2c2cccs2)c1,-1,1,3,0,13,-9,2,x,3
CC(C)=NN1C(=O)c2ccccc2NC1(C)C,3,-6,14,2,-2,-5,-3,-2,-10
COC(=O)N/N=C/c1ccc(OCCSc2ccc(Cl)cc2)c(OC)c1,-5,2,-1,-5,5,-10,-8,0,-2
O=C(CSc1nc2cc(Cl)ccc2s1)N1CCN(C(=O)c2ccco2)CC1,-2,4,0,-1,13,3,6,-17,8
O=S(=O)(c1ccc(Cl)cc1)N1CCC(O)(CN2CCN(Cc3ccccc3)CC2)CC1,-2,-6,21,0,4,-3,-5,-13,-1
Cc1cccc(C)c1-n1nnnc1S(=O)(=O)Cc1ccccc1Cl,-2,-8,-1,1,7,-18,-3,2,-5
Cc1nc2c(cc(Oc3ccc(S(=O)(=O)N4CCOCC4)cn3)c3ccsc32)s1,-2,-5,-3,-1,10,-13,-11,-8,-2
COc1ccc(CCNC(=O)COC(=O)COc2ccc(Cl)cc2)cc1OC,0,-9,19,2,3,-4,-4,-2,-9
CCS(=O)(=O)c1ccc2oc(SCC(=O)NCc3ccccc3)nc2c1,-1,0,4,-1,6,2,-8,-5,4
CCC1CCCCN1CCCNC(=O)c1ccc(CS(=O)(=O)Cc2ccccc2F)o1 (stereo not given),-1,-8,6,-2,-2,-24,-4,1,2
Cc1ccc(Cn2ccc(=O)c(OCc3c(Cl)cccc3Cl)c2C)cc1,-3,5,0,-4,19,0,-3,0,1
Cn1nc([N+](=O)[O-])nc1Sc1ccc(Cl)cc1,-4,-4,-2,0,6,-3,-1,8,-6
O=C(NNC(=O)c1ccc(Cl)cc1Cl)Nc1ccccc1,3,3,-2,-2,10,2,3,3,-1
CCCCCC(=O)Nc1ccc2oc(-c3cccnc3)nc2c1,1,-5,15,2,9,-29,6,-4,-2
CCc1ccc(N(C2C=CS(=O)(=O)C2)S(=O)(=O)c2ccccc2)cc1 (stereo not given),-3,-5,3,0,2,-22,-1,-8,-6
C=CCN(C(=O)c1ccccn1)C(C(=O)NCc1ccccc1)c1ccccc1F (stereo not given),-2,-6,19,-3,1,5,3,4,-5

# High-throughput results (PubChem BioAssay)

# Outcome played no part in choosing rows, and some 4.2% of all compounds hit somewhere here.
